NOD1 NF-kB reporter = inhibition of NOD1-driven NF-kB reporter – cell-based, luminescence, uHTS, primary screen (AID 1578); NOD1-driven NF-kB luciferase reporter cells, luminescence; higher % means a stronger effect; 290,000 compounds, 1% hits; inhibition, % at 4 µM; hits with a dose series show EC50 in µM; in the data active = inhibition mostly above about 36%, no sharp cut-off; inactive = mostly below about 34%;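 note: HEK-293T reporter cells stimulated with the NOD1 agonist gamma-tri-DAP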
b-catenin transl = beta-catenin nuclear translocation modulation. HeLa beta-catenin nuclear translocation, immunofluorescence imaging. nuclear translocation activity, % at 5 µM. 190,000 compounds, 0.3% hits. AID 1665;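 active = nuclear translocation activity above 50% at 5 µM, with a well cell count of 50 or more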;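 note: per-cell ratio of nuclear to cytoplasmic median beta-catenin stain intensity; plate controls were DMSO negative control for no effect and GSK-3 inhibitor IX positive control for full effect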
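Signal – beta-catenin immunofluorescence imaging with DAPI · Test system – human HeLa cell line · Dosing – 5 µM primary single dose, 0.1% DMSO, 0.02–20 µM confirmation series · Measure – % activation, nuclear-to-cytoplasmic median beta-catenin signal ratio per cell · Incubation – 24 h compound exposure at 37°C, 5% CO2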
Dynein transport = dynein cargo transport inhibition | 220,000 compounds, 0.47% hits | AID 1381 | z-score, hits read low | 3617.4 mouse cells, GR-EGFP nuclear translocation imaging; test concentration mostly 20 µM; stimulated with dexamethasone, 1 µM; hits give low values;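 active = plate z-score of nuclear minus cytoplasmic receptor signal below a set negative limit, without overly bright fluorescence or cell loss, cut at about -3.5 in these data, passing the limit was not always enough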;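 note: z-score of nuclear minus cytoplasmic ring GR-EGFP intensity difference per well; some compounds called inactive have numbers as strong as hits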
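medium = tetracycline-free induction medium containing charcoal-stripped FBS | also added = 1.0 µM final dexamethasone stimulus | schedule = 48 h induction, 1 h compound, 30 min dex at 37 °C | technique = fixed, Hoechst-stained cells imaged at 10x for EGFP | measure = GR-EGFP nuclear translocation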
P. falciparum M17LAP = P. falciparum M17LAP inhibitors, primary screen, biochemical, fluorogenic H-Leu-NHMec substrate, 1536-well (AID 1619) | recombinant M17LAP, H-Leu-NHMec fluorogenic kinetic assay; higher % means a stronger effect | one-dose inhibition, % at 30 µM; IC50 in µM for titrated hits | 220,000 compounds, 0.38% hits;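 active = compound inhibiting the enzyme by more than half at any dose during confirmatory dose-response retesting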;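 note: plate controls were full reaction with DMSO carrier for no effect and no enzyme background for full effect; strong numbers were not always called active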
MT stabilize HCS = microtubule stabilization, imaging screen | AID 2205 | 200,000 compounds, 0.83% hits | % tubulin-high responders, % at 10 µM | HeLa tubulin immunostaining HCS, 24 h; share of cells brighter than vehicle mean+2SD;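 active = plate Z-score above 3 for both tubulin-high and condensed-nucleus cell shares, with cell loss under 80%, at 10 µM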;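 note: anti alpha tubulin signal scored within the nucleus-defined area of each cell; some results filed as inactive read as strong as hits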
Insulin prom up = MIN6 insulin promoter up-regulation | z-score at 5 µM | MIN6 insulin promoter-GFP reporter, high-content imaging; hits give high values | 190,000 compounds, 0.3% hits;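 active = z-score above 3 at 5 µM with at least 500 cells counted in the well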
Yfh1-depleted yeast = enhancers of respiration in Yfh1-depleted yeast, dose response, Friedreich's ataxia, plus single-dose screen (AID 1465). 220,000 compounds, 0.074% hits. one-dose fold induction at 50 µM; EC50 in µM for titrated hits. S. cerevisiae Yfh1-off respiration, WST-1 reduction, 72 h; higher fold induction means a stronger effect;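 active = fold induction of absorbance versus untreated yeast above a set limit, then at least 30% activation at any dose in follow-up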;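 note: activators that raise dye reduction in frataxin-depleted yeast; strong numbers were not always called active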
Autophagy mod = alters autophagy in cells | 190,000 compounds, 0.98% hits | calls only at 10 µM (by protocol) | MEF GFP-LC3 puncta imaging; test concentration mostly 10 µM;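 active = percentage of spot-positive cells more than 3 SD above its plate mean, without a fluorescence outlier flag or 80% toxicity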;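 note: spot-positive cell cutoff set from DMSO-treated cells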
NOD2 inhibition = inhibition of NOD2-driven NF-kB reporter – cell-based, luminescence, uHTS, HEK293 (AID 1566) | HEK293 NOD2/NF-kB luciferase reporter, luminescence; higher % means a stronger effect | inhibition, % at 4 µM, or EC50 in µM where a hit was titrated | 290,000 compounds, 0.63% hits; in the data active = inhibition above about 50%; note: many of its hits are not listed in these tables
Dynein transport cytoplasmic EGFP = also measured in Dynein transport; calls as there; z-score; measured here: cytoplasmic GR-EGFP intensity; hits give high values
Dynein transport nuclear GR-EGFP = recorded beside Dynein transport, whose call it bears; z-score; measured here: nuclear GR-EGFP intensity;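 lower value marks the stronger effect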
Dynein transport cell count = recorded beside Dynein transport, whose call it bears; z-score; measured here: cell count per field
Insulin prom up cell count = also measured in Insulin prom up; calls as there; cell count; measured here: cytotoxicity, nuclei count;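 total cells summed across four imaged fields per well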
b-catenin transl cell count 5 µM = recorded beside b-catenin transl, whose call it bears; cell count; measured here: cell count, cytotoxicity flag
MT stabilize HCS Hoechst-high % = recorded beside MT stabilize HCS, whose call it bears; % Hoechst-high responders; measured here: nuclear condensation Hoechst responders;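 share of cells brighter than vehicle mean plus two SD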
MT stabilize HCS cytotoxicity % = second read-out of MT stabilize HCS, no call of its own (marks repeat the call); toxicity, %; measured here: cytotoxicity by cell density;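 0% = mean cell density of plate MIN control wells and 100% = no cells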
Autophagy mod cell loss 18 h = also measured in Autophagy mod; calls as there; toxicity, %; measured here: cell loss, nuclei count;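 cell loss after 18 h compound exposure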
An asterisk follows results filed as active; i = inactive; / = not tested or not shown. Only part of the results is shown. The share of hits here may be higher or lower than overall.

Results follow in this order: NOD1 NF-kB reporter	b-catenin transl	b-catenin transl cell count 5 µM	Dynein transport	Dynein transport cytoplasmic EGFP	Dynein transport nuclear GR-EGFP	Dynein transport cell count	P. falciparum M17LAP	MT stabilize HCS	MT stabilize HCS Hoechst-high %	MT stabilize HCS cytotoxicity %	Insulin prom up	Insulin prom up cell count	Yfh1-depleted yeast	Autophagy mod	Autophagy mod cell loss 18 h	NOD2 inhibition
> COc1cc2c(cc1OC)C(c1cccc([N+](=O)[O-])c1)N(C(=O)c1ccc(F)cc1)CC2 (stereo not given)
  18%	-0.8	1313	-0.56	-0.16	-0.32	0.75	-4%	4.7	2.0	2.6	-0.25	1580	i	i	-4	-11%
> Cc1cccc(NC(=O)C(CC(C)C)NC(=O)C2CCC(C)CC2)n1 (stereo not given)
  -24%	0.2	1065	0.89	-0.28	1.4	-1.1	6%	5.1	1.7	15	0.52	1300	i	i	2	-1%
> O=c1[nH]ncc(N2CCCCC2)c1Cl
  -16%	-1.5	528	0.04	-0.17	0.094	-0.26	30%	3.5	3.6	8.7	-0.23	1324	i	i	3	14%
> COc1ccc(OCCCC(=O)Nc2ccc(N3CCOCC3)cc2)cc1
  -34%	0.1	1011	-0.36	-0.14	-0.22	-0.91	-11%	1.3	2.0	5.7	0.09	1410	i	i	10	-6%
> CN1C2C=C3C(C#N)=C(N)C(C#N)(C#N)[C@@H](c4ccsc4)[C@@H]3C1CC2 (stereo not given in full)
  -32%	0.7	1013	0.2	-0.065	0.31	0.54	-21%	2.6	2.4	5.8	-0.9	1298	i	i	-7	-9%
> CSCCC(NS(=O)(=O)c1ccc(Cl)cc1)C(=O)OCC(=O)N1CCOCC1 (stereo not given)
  /	/	/	0.087	-0.23	0.15	0.004	10%	1.6	1.9	8.4	/	/	i	i	-12	/
> CCOc1ccc(-n2c(SC(C)C(=O)OC)nc3c(c2=O)SCC3)cc1 (stereo not given)
  /	/	/	-0.89	-0.024	-0.22	0.17	/	5.0	2.4	7.6	/	/	i	i	-10	/
> C/C(=N\NC(=O)c1ccn(C)n1)c1ccc(NC(=O)C2CCCC2)cc1
  -1%	0.3	577	0.55	-0.25	0.3	0.14	1%	3.4	2.8	3.9	0.4	1336	i	i	-9	6%
> CN(Cc1ccccc1)c1c([N+](=O)[O-])c(=O)n(C)c2ccccc12
  0%	0.5	1331	2.6	-0.25	1	-0.75	11%	/	/	/	0.47	1086	i	/	/	18%
> COc1ccc(C(=O)Nc2cnn(Cc3c(F)cccc3Cl)c2)cc1OC
  -12%	-0.2	1342	2.9	-0.74	1.2	-1.2	11%	/	/	/	0.05	842	i	/	/	-73%
> COc1ccc(C(=O)C2CCCN(Cc3cccn3-c3ccccn3)C2)cc1F (stereo not given)
  -18%	-2.7	1027	0.14	-0.12	0.53	-0.55	/	3.0	0.6	7.5	-0.64	1320	i	i	-9	9%
> Cc1cc(C)n(-c2nc(C(F)(F)F)nc3ccccc23)n1
  -39%	0.0	998	0.046	-0.34	0.72	0.41	0%	5.4	2.5	5.2	-0.27	1570	i	i	6	12%
> O=C(CN1C(=O)c2ccccc2C1=O)Nc1ccccc1C(=O)NC1CCCCC1
  -12%	2.0	1082	-0.8	-0.19	-0.52	0.64	-7%	2.0	1.5	6.6	0.47	962	i	i	-2	6%
> CCCCNC(=O)N(c1c(N)n(Cc2ccccc2)c(=O)[nH]c1=O)C1CCCC1
  -44%	0.5	1112	-1.1	-0.34	-0.55	2.3	3%	3.0	2.5	8.0	-0.47	1303	i	i	0	10%
> CCCCOC(=O)Nc1sc2c(c1C(=O)OC)CCC2
  -7%	-5.9	1050	-0.19	-0.3	0.55	0.058	6%	1.6	1.4	4.1	0.5	1233	i	i	17	19%
> O=C(CC(NC(=O)c1ccccc1)c1ccccc1)Nc1ccc(F)c(F)c1 (stereo not given)
  -42%	0.3	1439	-0.73	-0.22	-0.57	0.48	2%	3.4	3.7	0.5	/	/	i	i	-4	-4%
> COc1cccc2c(=O)n(CC(=O)N3CCc4ccccc43)ccc12
  -14%	0.8	1135	1.8	-0.13	1.5	-0.84	-5%	2.5	2.8	8.6	-0.82	2025	i	i	19	11%
> CC(C)C(c1nnnn1Cc1ccco1)N1CCN(c2cccc(Cl)c2)CC1 (stereo not given)
  6%	-1.2	955	-1.3	-0.17	-0.6	2.2	11%	2.2	1.5	2.2	0.13	1341	/	i	14	-18%
> COc1cnc(-c2ccccc2)nc1Oc1ccccc1C
  /	-2.8	1455	2	-0.19	1.5	-0.41	19%	1.1	1.9	7.8	1.5	1273	i	i	-29	12%
> O=C(/C=C/c1ccc(F)cc1)NCC1(c2ccccc2)CCOCC1
  -17%	0.9	951	2.6	-0.22	1.1	-1.7	1%	4.9	3.2	3.0	/	/	i	i	14	11%
> CCCNC(=O)c1ccccc1C(=O)NCCC
  11%	/	/	-0.24	-0.0091	0.44	-0.43	14%	1.8	1.8	27	0.58	1284	i	i	6	12%
> NS(=O)(=O)c1ccc(CCNC(=O)c2ccc(Br)s2)cc1
  -28%	-1.0	1132	-0.34	-0.21	-0.047	0.5	2%	3.3	1.6	3.8	/	/	i	i	-34	15%
> COC(C/C=C\[C@@H](O)COCc1ccccc1)OC
  -10%	0.7	1354	-0.11	-0.79	-0.0034	0.19	-4%	/	/	/	0.85	1003	i	/	/	4%
> COCc1nnc(NC(=O)CC(C)C)s1
  -21%	/	/	-1	-0.23	-0.75	1.5	-8%	2.4	2.7	3.9	/	/	i	i	-5	20%
> CN(C)c1ccc(C2N3CC4(C)CN2CC(C)(C3)C4O)cc1 (stereo not given)
  6%	/	/	-0.1	-0.25	0.14	0.4	-12%	5.9	3.3	7.6	-0.26	794	i	i	2	2%
> c1ccc2sc(Cc3nnc4n3CCCCC4)nc2c1
  2%	-7.1	993	-0.66	-0.21	-0.018	0.37	1%	5.0	2.2	10	-0.27	1326	i	i	5	3%
> COc1ccc(C(=O)N2CCN(C3CCC(c4ccccc4)CC3)CC2)cc1OC (stereo not given)
  -24%	-1.5	1082	-0.5	-0.15	-0.33	-0.48	7%	2.6	3.6	18	-0.97	1170	i	i	1	-6%
> Nc1nc(NCc2ccco2)nc(N2CCN(Cc3ccccc3)CC2)c1[N+](=O)[O-]
  -2%	1.5	1232	-0.024	-0.23	0.11	-0.18	19%	/	/	/	-0.61	1308	i	/	/	17%
> CC(C)N(C(=O)CN1C(=O)NC2(CCCCCC2)C1=O)C(C)C
  3%	1.7	989	-0.17	-0.18	0.23	0.14	-8%	1.9	1.7	10	0.65	884	i	i	0	-25%
> Cc1ncoc1C(=O)Nc1ccccc1C(N)=O
  -6%	-0.6	1002	-0.053	-0.24	-0.07	-0.2	1%	3.0	4.0	7.4	0.32	1560	i	i	1	0%
> CC(C)c1ccc(C2NC(C(=O)O)CS2)cc1 (stereo not given)
  -12%	-3.7	1292	-1.4	-0.31	-0.78	0.86	22%	2.4	1.4	1.9	/	/	i	i	3	12%
> CCCN1C2CCCC1CC(NC(=O)NC1CCCCC1)C2 (stereo not given)
  7%	-1.4	1152	-0.29	-0.26	0.077	0.52	11%	1.4	4.4	12	-0.31	1340	i	i	3	-20%
> COc1ccccc1NC(=O)C/C(C)=N/NC(=O)COc1c(Br)cc(Br)cc1OC
  -18%	2.1	1076	-0.35	-0.34	-0.2	-0.38	6%	3.7	3.6	1.5	-0.35	1310	i	i	-5	-1%
> Cc1ccc(/C=C/C(=O)N2CCN(S(=O)(=O)/C=C/c3ccccc3)CC2)o1
  -14%	0.1	1352	-0.97	-0.74	-0.74	0.11	/	/	/	/	-0.06	904	i	/	/	15%
> O=C(Cn1c2c(sc1=O)C1c3ccccc3OCC1CS2)Nc1ccc(Cl)cc1 (stereo not given)
  -20%	0.9	1154	1.2	-0.28	0.47	0.16	22%	3.9	2.2	4.8	-0.93	1404	i	i	9	17%
> N=C(N=C(N)N)N1CCc2ccccc21
  -6%	4.9	1007	1.3	-0.33	1	0.58	11%	2.7	2.1	12	-0.33	1405	i	i	-10	8%
> COCC(=O)Nc1ncc(S(=O)(=O)c2ccc([N+](=O)[O-])cc2)s1
  -10%	-4.4	1093	-0.41	-0.21	-0.34	0.72	4%	2.0	1.7	9.2	0.08	1126	i	i	6	16%

Rewritten with each value named: 2 of the compounds above.
> CN(C)c1ccc(C2N3CC4(C)CN2CC(C)(C3)C4O)cc1 (stereo not given)
  NOD1 NF-kB reporter: 6%; b-catenin transl: /; b-catenin transl cell count 5 µM: /; Dynein transport: -0.1; Dynein transport cytoplasmic EGFP: -0.25; Dynein transport nuclear GR-EGFP: 0.14; Dynein transport cell count: 0.4; P. falciparum M17LAP: -12%; MT stabilize HCS: 5.9; MT stabilize HCS Hoechst-high %: 3.3; MT stabilize HCS cytotoxicity %: 7.6; Insulin prom up: -0.26; Insulin prom up cell count: 794; Yfh1-depleted yeast: i; Autophagy mod: i; Autophagy mod cell loss 18 h: 2; NOD2 inhibition: 2%
> c1ccc2sc(Cc3nnc4n3CCCCC4)nc2c1
  NOD1 NF-kB reporter: 2%; b-catenin transl: -7.1; b-catenin transl cell count 5 µM: 993; Dynein transport: -0.66; Dynein transport cytoplasmic EGFP: -0.21; Dynein transport nuclear GR-EGFP: -0.018; Dynein transport cell count: 0.37; P. falciparum M17LAP: 1%; MT stabilize HCS: 5.0; MT stabilize HCS Hoechst-high %: 2.2; MT stabilize HCS cytotoxicity %: 10; Insulin prom up: -0.27; Insulin prom up cell count: 1326; Yfh1-depleted yeast: i; Autophagy mod: i; Autophagy mod cell loss 18 h: 5; NOD2 inhibition: 3%
